KB-V1 cytotox = qHTS assay for MDR1-selective chemotherapeutics: Primary screen using the drug-selected MDR subline cells KB-V1. KB-V1 MDR cells viability, CellTiter-Glo, 72 h. Potency, µM (top dose mostly 46.1 µM), for inactives: top-dose activity change, negative = cytotoxicity, hits mostly cytotoxic. 400,000 tested, 3.4% active; further: potency means the concentration at half of the fitted maximal effect; on the % scale 0 is the no-effect control and ±100 the full control effect; nearly all actives have a fitted effect of over 60% in size
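Luminescent ATP read-out (CellTiter-Glo, 10 min) measures survival of drug-selected KB-V1 MDR cells after 72 h, 37 degrees C compound exposure. Medium: phenol-red-free DMEM, 10% FBS. Values from fitted concentration-response curves.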
D3 ag = qHTS of D3 Dopamine Receptor Agonist: qHTS | D3R DiscoveRx beta-arrestin cells, luminescence, 90 min | max activation, % | D(3) dopamine receptor (Homo sapiens), P35462 | 410,000 tested, 0.58% active | AID 652048, 2013; in the data active means max activation above about 30%; further: 0% is about no effect; mostly tested at two doses, the higher about 12 µM
Target sequence (P35462 whole entry, looked up): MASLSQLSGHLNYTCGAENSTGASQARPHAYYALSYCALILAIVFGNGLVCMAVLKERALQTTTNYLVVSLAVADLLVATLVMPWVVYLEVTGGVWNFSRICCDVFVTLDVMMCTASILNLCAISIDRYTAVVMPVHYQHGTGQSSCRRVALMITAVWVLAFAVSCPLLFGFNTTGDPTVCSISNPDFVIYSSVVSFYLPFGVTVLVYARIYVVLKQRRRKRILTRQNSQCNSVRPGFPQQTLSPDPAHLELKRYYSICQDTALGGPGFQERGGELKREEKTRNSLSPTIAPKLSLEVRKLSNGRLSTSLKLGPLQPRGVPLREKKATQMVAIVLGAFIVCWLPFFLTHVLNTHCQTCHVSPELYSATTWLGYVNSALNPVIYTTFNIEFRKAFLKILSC
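Agonist-mode cell screen: cells plated at 1500/well and incubated overnight at 37 °C, then exposed to library compounds for 90 min at 37 °C. Detection reagent was added for 30–60 min at room temperature, and luminescence was read.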
MCF10A rerep = A quantitative high throughput screen for small molecules that induce DNA re-replication in MCF 10a normal breast cells | MCF 10A DNA re-replication, Hoechst nuclear intensity, 48 h | Potency, µM (titrated, usually from 46.1 µM), for the others: at the top dose activity, positive = re-replication, usual class: activators | 350,000 tested, 2.9% active; further: potency means the concentration at half of the fitted maximal effect; % of control where 0% means no effect; nearly all actives have a fitted effect of over 50% in size
HT1080 IDH1KD tx = qHTS for induction of synthetic lethality in tumor cells producing 2HG: qHTS for the HT-1080-IDH1KD cell line; AID 686971, 2013; HT-1080 IDH1 knockdown viability, ATP luminescence, 48 h; Potency, µM (series often up to 46.1 µM), without a hit: at the top dose activity, negative = toxicity, most hits filed as cytotoxic; 360,000 tested, 2% active;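 further: potency means the concentration at half of the fitted maximal effect; 0% = DMSO wells and -100% = cell-free medium wells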
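CellTiter-Glo luminescence after 48 h compound exposure at 37 degrees C of IDH1-knockdown HT-1080 cells in 5% FBS RPMI. %Activity scaled between DMSO wells and cell-free media wells, with curves fitted and assigned curve classes.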
HEK293 tox = qHTS of GLP-1 Receptor Inverse Agonists: Cytotox Screen | HEK293 cAMP-luciferase reporter cells, luminescence, 24 h | AID 624418, 2012 | Potency, µM (series often up to 38.3 µM), without a hit: top-dose activity change, negative = inhibition, actives largely listed as inhibitors | 410,000 tested, 0.13% active;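 further: loss of luciferase light is scored as toxicity; potency means the concentration at half of the fitted maximal effect; on the % scale 0 is the no-effect control and ±100 the full control effect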
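Compound-treated cells are incubated 24 hr at 37 deg C under 5% CO2 after a 12 hour attachment period, then luciferase detection reagent is added and luminescence is measured following 12 min at room temperature; lowered signal indicates toxicity.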
KB-3-1 cytotox = qHTS assay for MDR1-selective chemotherapeutics: Primary screen using the parental adenocarcinoma cell KB-3-1; Potency, µM (series often up to 46.1 µM), without a hit: at the highest dose activity change, negative = cytotoxic, actives largely listed as cytotoxic; KB-3-1 viability, CellTiter-Glo ATP luminescence, 72 h; 400,000 tested, 1.4% active; AID 1347075, 2019; further: potency means the concentration at half of the fitted maximal effect; on the % scale 0 is the no-effect control and ±100 the full control effect; nearly all actives have a fitted effect of over 60% in size
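Here the drug-naive KB-3-1 line serves as comparator for MDR sub-line selectivity; cells received compound titrations, 72 h at 37 °C, then CellTiter-Glo readout.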
HT1080-NT tox = qHTS for induction of synthetic lethality in tumor cells producing 2HG: qHTS for the HT-1080-NT fibrosarcoma cell line | HT-1080-NT fibrosarcoma viability, CellTiter-Glo ATP luminescence, 48 h | Potency, µM (doses to about 46.1 µM), for inactives: at the highest dose activity, negative = less viability, most hits filed as cytotoxic | 360,000 tested, 1.6% active | AID 686970, 2013;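 further: NT is the 2HG producing partner of a matched IDH1 knockdown line; potency means the concentration at half of the fitted maximal effect; 0% = DMSO-treated cells and -100% = media-only wells without cells; nearly all actives have a fitted effect of over 55% in size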
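Compounds were tested in concentration-response format on HT-1080-NT cells for 48 hours at 37 degrees C. Cell viability came from CellTiter-Glo luminescence; curves were classified by r2, response magnitude and activity.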
IL1B secr inh = qHTS for Inhibitors of Inflammasome Signaling: IL-1-beta AlphaLISA Primary Screen; 360,000 tested, 4.7% active; activity change, % at 57.5 µM; THP-1 LPS/ATP IL-1B secretion, AlphaLISA, 16 h; active compounds read low; in the data active means activity change below about -50%; inconclusive means mostly about -30% to -49%; further: on the % scale 0 is the no-effect control and ±100 the full control effect
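THP-1 cells pretreated 1 hr with compounds (up to 57.5 uM final), then stimulated with LPS (250 ng/mL final) plus ATP (1.25 mM final); secreted IL-1B measured by AlphaLISA after 16 hr, decreased signal indicating inhibition.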
SW480 rerep = A quantitative high throughput screen for small molecules that induce DNA re-replication in SW480 colon adenocarcinoma cells | SW480 DNA re-replication, Hoechst DNA content imaging, 48 h | Potency, µM (series often up to 46.1 µM), for the others: at the highest dose re-replication activation, most hits filed as activators | 340,000 tested, 1.8% active | AID 624297, 2012; further: potency means the concentration at half of the fitted maximal effect; % of control where 0% means no effect; nearly all actives have a fitted effect of over 55% in size
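Hoechst fluorescence of nuclei (405 nm excitation, 500-530 nm emission) measured by plate-scanning imager after 48 hr compound exposure at 37 C; re-replication scored as increased number of nuclei with elevated intensity.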
The depositor's hits bear a star; ? = inconclusive; / = not tested or not shown; [ ] = remark or other dose. Unless noted, the call rests on the fitted dose curve; in most records, active means well fitted curve in the direction sought with a large enough effect; inconclusive means small, poorly fitted or top-dose-only effect, or another doubt; inactive means no such curve, though single readings can be large; an effect the other way counts as inactive or inconclusive. Compounds as they come, and some 11% of all compounds hit somewhere here.

SMILES	KB-V1 cytotox	D3 ag	MCF10A rerep	HT1080 IDH1KD tx	HEK293 tox	KB-3-1 cytotox	HT1080-NT tox	IL1B secr inh	SW480 rerep
O=[N+]([O-])c1ccccc1OCC(O)CN1CCN(CC(O)COc2ccccc2[N+](=O)[O-])CC1 (stereo not drawn)	-9%	-5	3%	-4%	4%	-2%	-3%	15	-1%
CCOC(=O)C1CCN(C(=O)Nc2ccc(OC)c(OC)c2)CC1	2%	1	2%	1%	9%	1%	0%[9.24 µM]	0	-6%
Cc1cc(C(=O)NCC(c2ccco2)N(C)C)ccc1[N+](=O)[O-] (stereo not drawn)	-1%	-15	4%	11%	13%	-8%	-2%	-8	3%
O=C(NCCc1ccc(Cl)cc1)c1cccs1	12%	-15	-3%	-3%	4%	2%	-9%	-26	-10%
CSc1ccc(/C=N/N2CCN(C)CC2)cc1	0%	10	13%	-1%	-2%	-4%	6%	-1	-16%
CN1CCc2c(sc3c2C(=O)NC(c2ccco2)N3)C1 (stereo not drawn)	-2%	-25	6%	-5%	67%[activator]	7%	1%	-2	0%
COCCN(Cc1ccccc1)C(=O)c1cccc(S(=O)(=O)N2CCN(c3ccc(F)cc3)CC2)c1	-23%	-15	0%	-11%	17%	-8%	0%	-20	?
Brc1ccccc1/C=N/Nc1nc2ccccc2o1	16%	-15	-4%	0%	4%	-10%	-7%	-4	23%
C[C@@H](C(=O)NC1CCCC1)N1C(=O)N2CCc3c([nH]c4ccccc34)[C@@]2(C)C1=O	-6%	-10	1%	-5%	1%	-1%	-4%	24	2%
CCN(CC)Cc1c(C)[nH]c2ccc(NC(C)=O)cc2c1=O	19%	1	/	1%	-6%	?	1%	3	/
CCn1cc(C(=O)N2CCCCC2)c(=O)c2cc(S(=O)(=O)N3CCC(C)CC3)ccc21	-9%	0	-1%	7%	5%	5%	1%	-1	2%
O=C(COc1cccc2cccnc12)N1CCc2ccccc21	-28%	-7	-4%	-8%	-4%	0%	-4%	-14	4%
Cc1ccc2c(=O)[nH]c(Cc3ccccc3C(=O)O)nc2c1	-11%	40*	11%	-2%	-14%	18%	0%	-7	-1%
O=C(Nc1ccc2nc3ccccc3nc2c1)c1ccc(Br)cc1	?	-6	1%	23%	0%	27%	14%	18	0%
CC(Sc1nc2c(c(=O)[nH]1)CCCC2)C(=O)Nc1ccc(S(N)(=O)=O)cc1 (stereo not drawn)	21%	-1	6%	-1%	3%	-9%	-1%	26	-1%
Cc1ccc(NC(=O)Nc2ccc3c(c2)OCO3)nc1	10%	-3	?	-5%	6%	1%	-12%	-21	?
O=C(NCc1ccc2c(c1)OCO2)c1ccc(S(=O)(=O)NCC2CCCO2)cc1 (stereo not drawn)	-7%	-3	-4%	-1%	-21%	-1%	0%	6	0%
CCc1ccc2nc(NC(=O)CCCc3cccs3)sc2c1	?	-7	0%	0%	2%	1%	-4%	7	3%
C/C(CCS(=O)(=O)c1ccccc1)=N/O	-4%	0	?	-3%	3%	0%	-1%	12	-14%
CCOC(=O)c1[nH]c2ccc(OC)cc2c1NC(=O)CCN1CCN(Cc2ccccc2)CC1	-6%	1	-6%	-7%	-11%	10%	-6%	-27	-6%[9.22 µM]
CC(C)n1nnnc1C1c2ccccc2C(=O)N1CCc1ccc(O)cc1 (stereo not drawn)	?	1	/	23%	-6%	14%	27%	19	/
O=S1(=O)CC(O)C(N2CCC(c3ccccc3)CC2)C1 (stereo not drawn)	-2%	-4	?	8%[9.24 µM]	35%[activator]	-1%	-12%	0	?
Cc1ccc(NC(=O)NCCCN2CCOCC2)cc1	?	-4	1%	16%	-3%	12%	24%	0	1%
CC(=O)Nc1ccc(NC(=O)C(C)OC(=O)C2CCN(S(=O)(=O)c3ccc4c(c3)OCCO4)CC2)cc1 (stereo not drawn)	0%	-8	-4%	4%	-2%	-8%	-1%	12	0%
Cc1cc(C)cc(N(CC(=O)NC2CC3CCC2C3)S(C)(=O)=O)c1 (stereo not drawn)	-21%	-8	9%	0%	1%	2%	6%	?	1%
SMILES	KB-V1 cytotox	D3 ag	MCF10A rerep	HT1080 IDH1KD tx	HEK293 tox	KB-3-1 cytotox	HT1080-NT tox	IL1B secr inh	SW480 rerep
CC(C)(C)C(=O)N(Cc1ccccc1)c1ccccn1	?	3	?	-2%	-2%	-8%	-2%	-16	2%
COCc1nnc(NC(=O)c2cc(Cl)ccc2OC)s1	12%	8	-1%	-9%	-5%	9%	-10%	-11	0%
COc1ccc(CCn2c(=N)c(C(=O)NCCN3CCOCC3)cc3c(=O)n4cccc(C)c4nc32)cc1OC	-2%	-3	?	-19%	?	-4%	-21%	?	16µM*
Fc1ccc(-c2nnc3ccc(N4CCc5ccccc5C4)nn23)cc1	?	-2	4%	-20%	-13%	-20%	0%	-89*	-6%
O=C(Cn1nnc(-c2ccccc2)n1)NCc1cccs1	12%	-2	-1%	-1%	-1%	7%	0%	0	0%
COc1cccc(-c2nn(C)c3sc(C(=O)Nc4ccc5c(c4)OCCO5)cc23)c1	18µM*	-11	?	-28%	82%[activator]	-23%	-20%	/	12%
COc1ccc(-c2noc(N3CCC(C(=O)Nc4cccc(OC)c4)CC3)n2)cc1	-5%	-1	/	-18%	-17%	?	-6%	1	/
Cc1ccccc1CNC(=O)c1[nH]c(C(F)(F)F)nc1-c1ccccc1	10%	5	/	-1%	-11%	0%	-17%	13	/
COc1ccc(C(=O)N2CCCC(c3cc(C(=O)NCc4ccc(F)cc4)no3)C2)cc1 (stereo not drawn)	-15%	3	/	-8%	2%	?	-5%	-16	/
O=C(Nc1ncc(Cc2ccccc2Cl)s1)c1ccc([N+](=O)[O-])cc1	-6%	-3	?	6%	3%	-11%	5%	22	0%
O=C(Nc1cccc(F)c1)Nc1cccc(Cl)c1	-8%	0	7%	?	-11%	-25%	?	-88*	?
O=C(CSc1nc2c(cnn2-c2ccc(F)cc2)c(=O)[nH]1)Nc1nccs1	-15%	-3	22%	1%	1%	-8%	2%	13	-13%
COc1ccc2ccccc2c1/C=N/NC(=O)c1ccc(C)nc1	14%	-6	15%	16%	4%	3%	2%	-10	-10%
COCc1ccc(CN2CCCC(C(=O)Nc3ccccc3-c3ccc(OC)cc3)C2)o1 (stereo not drawn)	-15%	-7	15%	0%	-5%	0%	-1%	8	-2%
CCCn1c(SCC(=O)NCc2ccc(C)cc2)n[nH]c1=O	12%	4	3%	-6%	-5%	-9%	-2%	-8	4%[1.84 µM]
CC(C)CC(=O)Nc1ccc(F)c(Cl)c1	-22%	-2	-4%	-2%	7%	1%	5%	-1	-5%
O=C(NC(=S)N(Cc1ccccc1)Cc1ccccc1)c1ccccc1F	8%	-2	19%	-11%	-15%	-1%	-12%	12	1.6µM*
CCOc1ccccc1N1CCN(CC(=O)Nc2ccnn2C2CCCC2)CC1	?	-22	-3%	-3%	-14%	-11%	-1%	4	29%
COCC1CCCN(Cc2nc(-c3ccc4c(c3)OCO4)no2)C1 (stereo not drawn)	18%	21	-5%	11%	-5%	4%	3%	-9	-3%
CNC(=O)C[C@H]1C(=O)N(CCc2ccccc2)C[C@@H]1C	0%	-11	/	3%	1%	20%	5%	8	/
CN(C)c1ccc(/C=N/Nc2cccc(C(=O)O)c2)cc1	3%	5	-10%	11%	4%	0%	9%	4	-10%
Cc1ccc(-c2nnn(CC(=O)N(Cc3ccccc3)C(C(=O)NC(C)(C)C)c3ccncc3)n2)o1 (stereo not drawn)	-9%	-3	-1%	-21%	-8%	0%	28%	-1	-7%
COc1cccc(CNc2nc3cc(-c4ccsc4)sc3c(=O)n2C)c1OC	2.6µM*	14	/	?	2%	9.2µM*	?	6	/
O=C(NC1CCCCC1)c1c[nH]c2ccc(S(=O)(=O)Nc3ccccc3F)cc2c1=O	23%	-3	/	/	-27%	?	/	/	/
CC(=O)NCCNC(=O)C1(C)Cc2c(-c3cccc(C(N)=O)c3)ccnc2O1 (stereo not drawn)	-7%	-5	/	6%	-7%	0%	4%	-11	/
Cc1nc(C(=O)N2CCOCC2)sc1C1(C)CC(c2ccccc2)=NO1 (stereo not drawn)	-7%	-16	?	4%	-7%	-9%	14%	6	16%[9.22 µM]
CCCCN(CCCC)C(=O)c1sc2nc(N3CCOCC3)c3c(c2c1N)CCCC3	0%	1	?	-2%	18%	5%	1%	-16	?
Cc1ccc(NC(=O)c2ccc(CNS(=O)(=O)c3cccc(C(F)(F)F)c3)cc2)cc1	?	2	-6%	8%	2%	1%	8%	24	5%
c1ccc(-c2nc(-n3nc4ccccc4n3)nc3ccccc23)cc1	0%	21	4%	18%	-5%	-6%	16%	-3	1%
CC(CCc1ccccc1)NC(=O)Cc1ccc([N+](=O)[O-])cc1 (stereo not drawn)	-18%	-8	1%	-1%	4%	3%	1%	-19	3%

Some of these compounds in order of length of the SMILES, largest number first.
SMILES	KB-V1 cytotox	D3 ag	MCF10A rerep	HT1080 IDH1KD tx	HEK293 tox	KB-3-1 cytotox	HT1080-NT tox	IL1B secr inh	SW480 rerep
COc1cccc(-c2nn(C)c3sc(C(=O)Nc4ccc5c(c4)OCCO5)cc23)c1	18µM*	-11	?	-28%	82%[activator]	-23%	-20%	/	12%
CC(=O)NCCNC(=O)C1(C)Cc2c(-c3cccc(C(N)=O)c3)ccnc2O1 (stereo not drawn)	-7%	-5	/	6%	-7%	0%	4%	-11	/
CC(CCc1ccccc1)NC(=O)Cc1ccc([N+](=O)[O-])cc1 (stereo not drawn)	-18%	-8	1%	-1%	4%	3%	1%	-19	3%

Screening data as filed in PubChem BioAssay.
